Screening results deposited in PubChem BioAssay by National Center for Advancing Translational Sciences (NCATS).
DRD3 antagonist – antagonists of human D3 dopamine receptor. D3R cells, DiscoveRx beta-arrestin luminescence, antagonist mode; hits give low values. actives 2.5% (n = 360,000). max response, negative = inhibition, %; in the data active = max response below about -50%; inconclusive = no clear call, values can overlap the other calls; note: % is set by controls: 0 for no effect and ±100 for the full control effect; mostly tested at two doses, the higher about 12 µM
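Cells plated overnight at 1500 cells/well, then exposed to library compounds with dopamine controls for 90 minutes at 37 degrees C. DiscoveRx reagent added for 30–60 minutes at room temperature; luminescence read, quantitative HTS format.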
EPAC2 agonist – agonists of human EPAC2 (RAPGEF4); actives 0.079% (n = 360,000); Potency, µM (highest dose often 154 µM), inactives show at the highest dose activation, most hits filed as activators; EPAC2 activation, biochemical qHTS; response scale: 100% = 6.5 mM cAMP response; Q8WZA2; note: potency is the fitted concentration of half-maximal effect; nearly all actives have a fitted effect of over 50% in size
Target sequence (Q8WZA2 whole entry, looked up): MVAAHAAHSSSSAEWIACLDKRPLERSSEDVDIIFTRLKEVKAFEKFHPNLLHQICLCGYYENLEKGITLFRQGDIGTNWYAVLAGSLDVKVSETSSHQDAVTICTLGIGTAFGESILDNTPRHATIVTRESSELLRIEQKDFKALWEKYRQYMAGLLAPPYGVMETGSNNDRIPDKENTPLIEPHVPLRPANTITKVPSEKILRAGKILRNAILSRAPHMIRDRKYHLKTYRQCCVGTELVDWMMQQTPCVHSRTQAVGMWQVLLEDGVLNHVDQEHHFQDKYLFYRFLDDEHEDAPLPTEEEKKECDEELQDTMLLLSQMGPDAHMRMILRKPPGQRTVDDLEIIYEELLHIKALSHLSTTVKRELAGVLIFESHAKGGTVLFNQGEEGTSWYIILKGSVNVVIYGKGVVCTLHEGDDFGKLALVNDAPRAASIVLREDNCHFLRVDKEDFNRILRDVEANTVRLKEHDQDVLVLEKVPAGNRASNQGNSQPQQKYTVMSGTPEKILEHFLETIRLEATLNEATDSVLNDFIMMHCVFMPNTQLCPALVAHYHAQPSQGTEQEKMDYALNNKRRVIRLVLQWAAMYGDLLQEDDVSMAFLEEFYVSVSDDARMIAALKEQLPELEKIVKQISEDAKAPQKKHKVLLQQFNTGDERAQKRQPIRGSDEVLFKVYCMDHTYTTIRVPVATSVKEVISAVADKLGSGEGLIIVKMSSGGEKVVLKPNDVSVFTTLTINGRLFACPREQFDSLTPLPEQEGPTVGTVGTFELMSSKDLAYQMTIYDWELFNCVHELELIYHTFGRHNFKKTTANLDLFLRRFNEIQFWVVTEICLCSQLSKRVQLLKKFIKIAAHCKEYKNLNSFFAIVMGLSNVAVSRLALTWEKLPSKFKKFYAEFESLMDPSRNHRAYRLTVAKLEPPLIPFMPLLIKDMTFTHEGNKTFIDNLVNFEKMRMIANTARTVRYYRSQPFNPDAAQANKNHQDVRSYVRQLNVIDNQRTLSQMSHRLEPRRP
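Exchange assay: 100 nM EPAC2 with 250 nM Rap1B-BODIPY-GDP and 50 uM GDP. Fluorescence (ex 480/em 540 nm) read every 5 min for 30 min at room temperature. Data normalized to 6.5 mM cAMP as agonist control.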
DRD3 agonist – D3 dopamine receptor (human) agonism. P35462. actives 0.58% (n = 410,000). max activation, %. AID 652048. D3R DiscoveRx beta-arrestin cells, luminescence, 90 min; in the data active = max activation above about 30%; note: 0% is about no effect; mostly tested at two doses, the higher about 12 µM
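Cells at 1500/well, incubated overnight, then treated with pinned compounds (dopamine as control) for 90 min at 37 degrees C. DiscoveRx reagent added for 30 - 60 minutes at room temperature; luminescence read.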
TDP43 rescue – rescues yeast growth from TDP-43 toxicity; TDP-43 expressing yeast growth rescue, BacTiter-Glo, 24 h; Potency, µM (titrated, usually from 46.1 µM), inactives show at the highest dose growth rescue (activation), actives largely listed as activators; actives 1.8% (n = 410,000); note: potency is the fitted concentration of half-maximal effect; % of control where 0% means no effect; nearly all actives have a fitted effect of over 50% in size
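Galactose-induced TDP-43 yeast, OD600=0.02, compound pinned; 24 hr, 30 deg C; BacTiter-Glo luminescence for growth. Inhibitors of TDP-43 toxicity read as activators.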
EPAC2 antag – EPAC2 (human) antagonism; EPAC2 GEF exchange of Rap1B-BODIPY-GDP, fluorescence; Potency, µM (series often up to 114 µM), for the others: at the top dose activity, negative = inhibition, actives largely listed as inhibitors; actives 0.18% (n = 360,000); Q8WZA2; note: potency is the fitted concentration of half-maximal effect; % is set by controls: 0 for no effect and ±100 for the full control effect; nearly all actives have a fitted effect of over 45% in size; many of its hits are not listed in these tables
aSyn yeast inh – alpha-synuclein toxicity inhibition in yeast | Yeast expressing alpha-synuclein, growth rescue, BacTiter-Glo, 24 h | Potency, µM (doses to about 46.1 µM), for the others: at the highest dose growth rescue (activation), actives largely listed as activators | actives 0.14% (n = 370,000) | AID 652106; note: potency is the fitted concentration of half-maximal effect; % of control where 0% means no effect; nearly all actives have a fitted effect of over 65% in size
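Readout is rescue of growth in alpha-synuclein-expressing yeast, so inhibitors of toxicity appear as activators. Growth after 24 hr at 30 deg C in galactose medium is quantified by luminescence.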
FUS suppressor – rescues growth of FUS-expressing yeast; S. cerevisiae FUS-expressing, growth rescue, OD600, 24 h; Potency, µM (doses to about 76.6 µM), inactives show at the highest dose growth rescue (activation), actives largely listed as activators; actives 0.24% (n = 390,000); AID 1347120;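 note: potency is the fitted concentration of half-maximal effect; plate controls were DMSO vehicle for no effect and reference control for full effect; nearly all actives have a fitted effect of over 55% in size; some results filed as inactive show a strong effect at the top dose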
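Absorbance at 600 nm, taken 24hr after compound addition, measured rescue of FUS-yeast growth at 30C. Induction used 2% galactose with seeding at OD 0.005. Controls: CP55940 from 92uM final, DMSO only.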
Abeta rescue – restores growth of yeast expressing A-beta42 peptide. yeast expressing A-beta42, growth rescue, OD600, 48 h; response scale: 0% DMSO, 100% iron-clioquinol control. Potency, µM (doses to about 46.1 µM), without a hit: at the highest dose growth rescue, actives largely listed as activators. actives 0.063% (n = 410,000). AID 1347071; note: potency is the fitted concentration of half-maximal effect; nearly all actives have a fitted effect of over 55% in size
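Growth rescue measured by 600 nm absorbance after 48 h yeast culture at 30 C with compound. Values normalized between DMSO and an equimolar ferric chloride plus clioquinol control.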
* hit, by the source's call; ? = inconclusive; · = no result given; & = joins results of further samples; [ ] = dose if it differs, or a comment. Unless noted, calls come from the whole dose curve; as a rule, active = well fitted curve in the direction sought with a large enough effect; inconclusive = small, poorly fitted or top-dose-only effect, or another doubt; inactive = no such curve, though single readings can be large; an effect the other way counts as inactive or inconclusive. Some of the compounds tested. The share of hits here may be higher or lower than overall.

SMILES	DRD3 antagonist	EPAC2 agonist	DRD3 agonist	TDP43 rescue	EPAC2 antag	aSyn yeast inh	FUS suppressor	Abeta rescue
CCCC(C)NC(=O)c1ccccc1SC (stereo not given)	-0.7	4.0%	4.5	-22.5%	6.0%	-6.6%	20.5%	-11.9%
Nc1cc(N)nc(SCc2nnnn2-c2ccc(Cl)cc2)n1	-14.4	0.2%	-7.3	-8.2%	-4.2%	-1.7%	3.6%	-3.0%
CCOc1ccccc1CN1CCNC(=O)C1CC(=O)N(C)CCC1CCOCC1 (stereo not given)	7.5	-3.0%	0.8	-0.4%	2.2%	-0.8%	-6.0%	-2.2%
CC(=O)c1ccc(N2CCN(S(=O)(=O)c3c(C(=O)N4CCCCC4)c(C)n(C)c3C)CC2)cc1	-11.4	-0.6%	-2.3	-5.2%	-1.2%	-2.4%	9.3%	3.6%
O=C(CSc1nnc(COc2ccc(Br)cc2)o1)N1CCOCC1	-0.5	-1.7%	4.3	8.2%	-3.2%	1.4%	-8.3%	-5.1%
COc1ccccc1-n1c(C)nc2cc(C(=O)O)ccc21	8.5	0.5%	-5.4	-6.9%	-1.7%	0.0%	-8.5%	4.1%
CC1(C)CC(=O)c2cc(C#N)c(=O)n(-c3ccc(Cl)cc3)c2C1	·	·	1.8	-1.1%	·	·	2.3%	-9.0%
CC(=O)Oc1cccc(N2C(=O)C3C4C=CC(CC4)C3C2=O)c1 (stereo not given)	-2.3	14.1%	-1.9	-5.2%	2.9%	3.3%	1.3%	-31.7%[inhibitor]
COc1ccc(N2CC(C(=O)Nc3nc4ccc(F)cc4s3)CC2=O)c(OC)c1 (stereo not given)	19.7	4.2%	1.2	0.3%	-3.1%	6.7%	·	8.3%
O=C(CN1C(=O)NC2(CCCC2)C1=O)OCc1ccc(Cl)cc1Cl	-17.6	-0.3%	3.2	23.6%	5.0%	13.2%	17.9%	3.5%
COc1ccccc1NS(=O)(=O)c1cccc(C(=O)NCC(c2cccs2)N(C)C)c1 (stereo not given)	-85.3*	7.5%	-18.0	-10.6%	-6.0%	-9.6%	-6.6%	-8.4%
CC(C)CNc1nnnc2c1sc1nc(N3CCOCC3)c3c(c12)CCCC3	10.8	-4.2%	-1.0	-12.4%	19.2%	1.2%	-0.4%	-12.2%
O=C(Nc1cc2c(cc1Br)OCCO2)c1ccc(=O)[nH]c1	10.3	7.6%	-2.3	18.1%	4.1%	5.7%	-8.2%	7.2%
NNC(=O)CSCc1nc(-c2ccc(Cl)cc2)cs1	5.4	9.4%	-1.3	-3.9%	-7.8%	-0.6%	15.1%	15.3%
N#Cc1c(Nc2ccc(Cl)cc2)s[nH]c1=O	-14.9	-0.3%	-5.6	-16.4%	-2.1%	-5.1%	17.3%	-6.2%
O=C(CSc1c[nH]c2ccccc12)N1CCCc2ccccc21	13.9	1.7%	3.5	22.4µM*	-18.9%	20.2%	16.8%	12.4%
Cc1ccccc1C(=O)N(Cc1ccc(N(C)C)cc1)Cc1ccco1	·	·	-2.7	8.9%	·	·	9.3%	10.3%
Cc1cc(C)c(NC(=O)C2CC(=O)N(c3ccc4c(c3)OCCO4)C2)c(C)c1 (stereo not given)	1.7	9.0%	-6.7	-8.9%	-1.9%	2.7%	?	5.4%
Clc1ccc(CN2CCN(/N=C/c3cccnc3)CC2)cc1	-19.0	3.7%	-15.3	8.8%	6.7%	7.7%	-0.5%	4.0%
Cc1ccc(S(=O)(=O)Nc2ccc(C(=O)OCC(=O)N(CCC#N)c3ccccc3)cc2)cc1C	9.3	-5.5%	-2.7	-3.5%	-15.5%	-5.1%	·	-6.8%
O=C(CSc1nncc2ccccc12)Nc1ccc(F)cc1	-6.7	4.8%	-2.4	-5.2%	-1.2%	-6.6%	-2.6%	0.9%
CCC1CN(C(=O)N2CCC(C(=O)NCCc3ccccc3Cl)CC2)c2cc(C)ccc2O1 (stereo not given)	·	·	-7.4	?	·	·	?	?
Cc1cc(N2CCCC2)ccc1NC(=O)COc1ccc(Cl)cc1	3.0	-7.3%	5.3	24.6%	6.7%	1.3%	·	4.9%
Nc1cc(C(=O)N2CCCC2)cc(C(=O)N2CCCC2)c1	-6.3	12.4%	2.2	-0.7%	-0.5%	-2.5%	-0.4%	3.5%
COc1ccc(N2CCN(c3nc(Nc4ccc(C)c(F)c4)nc(N4CCCC4)n3)CC2)cc1	9.2	6.4%	-0.5	?	1.4%	-4.4%	24.5%	20.2%

The listing continues.
SMILES	DRD3 antagonist	EPAC2 agonist	DRD3 agonist	TDP43 rescue	EPAC2 antag	aSyn yeast inh	FUS suppressor	Abeta rescue
CCCS(=O)(=O)NC(=O)C1(C)CCN(C(=O)c2ccc(F)c(Cl)c2)C1 (stereo not given)	17.7	7.5%	-1.2	4.5%	-2.9%	-4.5%	-22.0%	-10.4%
CCOc1ccc2[nH]c(=O)c(CN(CCCO)C(C)=O)cc2c1	4.0	-0.5%[15.6 µM]	3.9	-0.3%	10.7%	-0.1%	-16.6%	16.1%
C=CCN(CC=C)CCOc1ccc(C)cc1[N+](=O)[O-]	-96.2*	3.3%	-8.5	10.0%	-13.7%	-1.0%	6.1%	-1.7%
CCc1ccc(NC(=O)C(C)Oc2nnc(-c3cccs3)c(-c3cccs3)n2)cc1 (stereo not given)	-5.8	1.4%	-9.8	10.4%	3.1%	-6.0%	31.8%	11.3%
Fc1ccc2cc(-c3ccccc3)ncc2c1	-29.1	9.0%	6.3	-19.5%	-2.1%	-4.8%	-22.1%	-22.2%
Cc1ccc(CN(Cc2cc3cc4c(cc3[nH]c2=O)OCCO4)Cc2nnnn2Cc2ccco2)cc1	5.1	0.0%	-7.2	-5.9%	-2.2%	6.8%	?	8.2%
Cn1cccc1CNCc1ccc(F)cc1	-7.6	3.2%	-6.0	-13.2%	27.3%	10.8%	27.3%	10.0%
CCN1CCN(CC(=O)c2cc(OC)c(OC)c(OC)c2)CC1	-0.6	-4.8%	-7.1	-13.5%[0.397 µM]	16.7%	-3.9%	-3.1%	3.1%
CCc1nc2c(OCc3cccc(OC)c3)cccn2c1N(C)C(=O)C(C)C	10.3	-1.8%	-5.5	8.2%	3.0%	0.0%	5.7%	-0.2%
CCOc1ccc(Nc2cc(C)nc(N3CCOCC3)n2)cc1	14.2	-4.1%	0.8	14.1%	7.7%	6.2%	11.1%	12.9%
Cc1ccccc1CNC(=O)C1CCN(c2nnc(-n3c(C)ccc3C)s2)CC1	·	·	-6.0	16.1%	·	·	6.5%	-6.2%
CC1CC(C)CN(CCCNC(=O)c2cc3c(=O)[nH]c4ccccc4c3n2C)C1 (stereo not given)	-64.5*	3.6%	-2.6	6.6%	-15.5%	-6.4%	-27.1%	5.5%
Fc1ccc(-c2nc3c(Cl)cc(C(F)(F)F)cn3c2Cc2ccccc2)cc1	-5.8	-3.1%	-12.6	2.3%	7.0%	0.6%	-1.2%	0.6%
NC(=O)c1ccccc1	0.0	2.9%	2.8	5.9%	-6.2%	-3.9%&-8.4%	-31.1%	-14.1%
Cc1cccc(N2CCN(S(=O)(=O)c3cc(Cl)ccc3Cl)CC2)c1C	·	·	65.1*	1.8%	·	-5.9%	-2.2%	-11.3%
Cc1ccc(-c2nc3ccccc3[nH]2)s1	16.0	-1.0%	-2.5	-52.2%[inhibitor]	8.0%	-42.8%[inhibitor]	15.6%	-67.6%[inhibitor]
COc1cccc(/C=C/C(=O)N2CCN(c3ccccn3)CC2)c1	-9.8	12.0%	-2.4	8.9%	2.3%	-3.7%	11.5%	-1.0%
CCn1nc(CC(C)C)cc1C(=O)N1CCCC(Nc2ccc(F)cc2)C1 (stereo not given)	8.9	-3.8%	-1.3	11.6%	-16.2%	6.9%	26.1%	10.5%
C#CCOCCOCCOCCNc1nc(N2CCN(C(=O)[C@H](CCCCN)n3cc([C@@H](N)C(C)CC)nn3)CC2)nc(N2CCN(C(=O)[C@H](Cc3ccc(O)cc3)n3cc([C@@H](N)CC(C)C)nn3)CC2)n1 (stereo not given in full)	?	4.7%	-24.1	6.5%	1.9%	4.4%	5.7%	-0.7%
Cn1cc(C(c2ccccc2OCC(=O)O)c2cn(C)c3ccccc23)c2ccccc21	-19.7	-5.8%	-3.2	?	-11.9%	4.3%	0.7%	-7.3%
COc1ccc(C(O)c2ncc(-c3ccccc3C)[nH]2)cc1 (stereo not given)	15.1	1.0%	3.2	28.1%	-5.4%	-3.7%	-15.2%	13.2%
CCOc1ccc(CC(=O)NNC(=O)NC2CCCCC2)cc1	0.0	4.4%	-2.7	-20.3%[1.82 µM]	5.3%	-5.2%	5.7%	-13.2%
O=C(COC(=O)C1=COCCO1)NCc1ccc(Cl)cc1Cl	?	12.5%	1.1	11.2%	7.0%	-3.3%	-37.4%	-5.4%
CC(=O)c1cccc(N=Cc2c(O)ccc3ccccc23)c1	7.6	9.9%	7.9	-26.4%	1.7%	8.8%	-19.6%	9.7%
O=C(CCNc1n[nH]c(=O)[nH]c1=O)N1CCCCC1	-7.2	3.8%	-15.3	-26.1%	-0.8%	-4.5%	20.0%	-11.8%

Profiles as entered above:
Listed for `CCOc1ccc(CC(=O)NNC(=O)NC2CCCCC2)cc1` : DRD3 antagonist: 0.0; EPAC2 agonist: 4.4%; DRD3 agonist: -2.7; TDP43 rescue: -20.3%[1.82 µM]; EPAC2 antag: 5.3%; aSyn yeast inh: -5.2%; FUS suppressor: 5.7%; Abeta rescue: -13.2%
Listed for `Fc1ccc2cc(-c3ccccc3)ncc2c1` : DRD3 antagonist: -29.1; EPAC2 agonist: 9.0%; DRD3 agonist: 6.3; TDP43 rescue: -19.5%; EPAC2 antag: -2.1%; aSyn yeast inh: -4.8%; FUS suppressor: -22.1%; Abeta rescue: -22.2%
Listed for `Cc1ccc(-c2nc3ccccc3[nH]2)s1` : DRD3 antagonist: 16.0; EPAC2 agonist: -1.0%; DRD3 agonist: -2.5; TDP43 rescue: -52.2%[inhibitor]; EPAC2 antag: 8.0%; aSyn yeast inh: -42.8%[inhibitor]; FUS suppressor: 15.6%; Abeta rescue: -67.6%[inhibitor]

Just DRD3 agonist, for 2 of the compounds above:
SMILES	DRD3 agonist
CCc1nc2c(OCc3cccc(OC)c3)cccn2c1N(C)C(=O)C(C)C	-5.5
CCOc1ccc(Nc2cc(C)nc(N3CCOCC3)n2)cc1	0.8
